High-throughput results: PubChem BioAssay, National Center for Advancing Translational Sciences (NCATS)
HADH2 inh: HADH2 (human) dehydrogenase inhibition; Q99714; recombinant HADH2, NADH fluorescence, beta-hydroxybutyryl-CoA; 73,000 tested, 3.4% active; AID 886; Potency, µM (doses to about 57.1 µM), inactives show at the highest dose activity change, negative = inhibition, usual class: inhibitors; also: potency is read from the fitted curve at half-maximal effect; % is scaled to controls: 0 for no effect and ±100 for the full control effect; nearly all actives have a fitted effect of over 60% in size; many of its hits are not listed in these tables
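Read-out: 360 nm excitation, 450 nm emission, kinetic over 4 min. Conditions: His-tagged human HADH2 20 nM, pH 9.0 Tris with Tween-20, 1 mM NAD+, 90 uM beta-hydroxybutyryl-CoA.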
15-hLO inh: inhibitors of human 15-lipoxygenase (ALOX15) | P16050 | purified 15hLO-1, xylenol orange hydroperoxide absorbance | Potency, µM (highest dose often 57.1 µM), for inactives: at the highest dose activity change, negative = inhibition, actives largely listed as inhibitors | 74,000 tested, 1.4% active | AID 887; also: potency is read from the fitted curve at half-maximal effect; % is scaled to controls: 0 for no effect and ±100 for the full control effect; nearly all actives have a fitted effect of over 55% in size
Target sequence (P16050 whole entry, looked up): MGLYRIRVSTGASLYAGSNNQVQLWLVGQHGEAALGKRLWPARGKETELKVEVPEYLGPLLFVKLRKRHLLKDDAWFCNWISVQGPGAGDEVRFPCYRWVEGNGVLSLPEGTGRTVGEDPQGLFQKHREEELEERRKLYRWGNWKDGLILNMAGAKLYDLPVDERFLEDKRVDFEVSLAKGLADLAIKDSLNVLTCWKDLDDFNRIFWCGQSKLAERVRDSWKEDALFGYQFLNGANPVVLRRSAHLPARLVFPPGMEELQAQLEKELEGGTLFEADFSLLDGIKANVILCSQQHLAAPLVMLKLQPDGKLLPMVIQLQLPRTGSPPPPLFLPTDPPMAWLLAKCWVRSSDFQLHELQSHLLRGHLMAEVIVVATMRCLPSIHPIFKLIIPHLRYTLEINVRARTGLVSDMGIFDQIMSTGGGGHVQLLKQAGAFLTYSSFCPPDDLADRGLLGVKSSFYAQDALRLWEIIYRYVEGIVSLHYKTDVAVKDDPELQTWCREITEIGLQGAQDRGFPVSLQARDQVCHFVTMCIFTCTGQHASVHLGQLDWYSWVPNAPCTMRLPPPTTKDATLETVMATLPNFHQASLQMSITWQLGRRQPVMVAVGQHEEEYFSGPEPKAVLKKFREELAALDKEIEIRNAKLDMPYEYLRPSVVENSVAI
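Compounds were preincubated 15 min at room temperature with 40 nM purified human enzyme (25 mM Hepes pH 7.5, 0.01% Triton X-100); 50 uM arachidonic acid reacted 6 min. Fe-xylenol orange detection, 30 min, absorbance ratio 573/405 nm.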
BRCT PPI green: inhibitors of human BRCA1 BRCT-phosphoprotein interaction (green fluorophore). AID 875. P38398. Potency, µM (titrated, usually from 76.9 µM), inactives show top-dose activity change, negative = inhibition, most hits filed as inhibitors. 75,000 tested, 0.05% active. BRCA1 BRCT-phosphopeptide binding, green fluorescence polarization;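 also: potency is read from the fitted curve at half-maximal effect; plate controls were peptide without protein for full effect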
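Fluorescence polarization: His-tagged BRCT (~35 kDa BRCA1 C-terminus, 250 nM) bound to 100 nM fluorescein-labeled phosphorylated 10-aa BACH1 peptide, pH 7.3 phosphate buffer with DTT and Tween 20. Compounds incubated 12 min at room temperature; inhibition read as lowered polarization.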
Tau filament bind: binders of human tau filaments | AID 596 | 71,000 tested, 2% active | recombinant tau filaments, thioflavin S fluorescence, 15 h; filaments grown with octadecylsulfate alongside compound | Potency, µM (doses to about 57.1 µM), for inactives: at the top dose activity change, negative = inhibition;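 also: potency is read from the fitted curve at half-maximal effect; % is scaled to controls: 0 for no effect and ±100 for the full control effect; actives lower thioflavin S fluorescence by blocking filaments or displacing dye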
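Read-out: ThS fluorescence, 450 nm excitation/510 nm emission; lower signal marks blocked filament formation or displaced dye. Tau at 1 uM with 30 uM ODS, 10 uM ThS, 5 mM DTT, 100 mM NaCl, 10 mM HEPES pH 7.4; 15 h, 37 C.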
Caspase-1 inhib: allosteric or competitive inhibitors of human caspase-1; Caspase-1 enzyme, Ac-WEHD-AFC fluorogenic rate; P29466; 75,000 tested, 0.03% active; Potency, µM (top dose mostly 57.5 µM), for inactives: top-dose activity change, negative = inhibition, usual class: inhibitors;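 also: potency is read from the fitted curve at half-maximal effect; plate controls were vehicle for no effect and no substrate for full effect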
Target sequence (P29466 120-297 limits assumed): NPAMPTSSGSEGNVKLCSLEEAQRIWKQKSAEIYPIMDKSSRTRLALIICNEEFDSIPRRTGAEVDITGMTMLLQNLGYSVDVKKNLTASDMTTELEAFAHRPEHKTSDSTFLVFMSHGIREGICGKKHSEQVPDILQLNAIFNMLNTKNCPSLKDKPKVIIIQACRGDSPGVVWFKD
Target sequence (P29466 317-404 limits assumed): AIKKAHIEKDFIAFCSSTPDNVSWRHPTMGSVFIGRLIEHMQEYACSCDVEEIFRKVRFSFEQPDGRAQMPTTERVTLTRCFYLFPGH
Caspase-7 inhib: blocks human caspase-7 allosterically or competitively; recombinant caspase-7, Ac-DEVD-AFC fluorescence rate; Potency, µM (titrated, usually from 57.5 µM), for the others: at the highest dose activity change, negative = inhibition, actives largely listed as inhibitors; P55210; 75,000 tested, 0.02% active; active = well fitted inhibition curve with a large enough effect in the main read-out, with a control signal flat, not every such curve was filed as active; inconclusive = small, poorly fitted or top-dose-only effect, or a change in a side signal; also: potency is read from the fitted curve at half-maximal effect; % of control where 0% means no effect
Rhodamine autofl: compound autofluorescence in rhodamine spectral region. AID 594. max dye-equivalent concentration, M. 59,000 tested, 0.05% active. Rhodamine-region fluorescence, 547/598 nm, Tris buffer; stronger effect = higher value; in the data active = max dye-equivalent concentration above about 11 nM; inconclusive = between about 1.1 nM and that limit
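Intrinsic compound fluorescence, ex 547 / em 598 nm, CCD imager. Tris 100 mM pH 8.0; 15 min RT. Output = rhodamine dye-equivalent concentration at each compound concentration.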
BRCT PPI red: BRCT-phosphoprotein interaction inhibition (red fluorophore); P38398; BRCT-phosphopeptide binding, red fluorescence polarization; Potency, µM (highest dose often 76.9 µM), for the others: at the top dose activity change, negative = inhibition, hits mostly inhibitors; 75,000 tested, 0.03% active; also: % is scaled to controls: 0 for no effect and ±100 for the full control effect
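Fluorescence polarization: 100 nM His-tagged BRCA1 BRCT with 100 nM TAMRA-labelled phospho-BACH1 decapeptide, phosphate buffer pH 7.3 with 150 mM NaCl, DTT, 0.01% Tween 20; 12 min RT. Binding inhibition seen as FP decrease.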
DNA Pol III inh: DNA polymerase III holoenzyme inhibition | reconstituted DNA polymerase III holoenzyme replication, biochemical | Potency, µM (highest dose often 57.1 µM), for inactives: at the highest dose activity change, negative = inhibition | 71,000 tested, 0.25% active; also: potency is read from the fitted curve at half-maximal effect; % is scaled to controls: 0 for no effect and ±100 for the full control effect
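Reconstituted *E. coli* holoenzyme (0.35 nM Pol III, 1 nM beta, 154 nM SSB, 2 nM primase) was preincubated with compound for 15 min at RT. Synthesis on 1.4 nM ssM13Gori ran 35 min, then was stopped with PicoGreen/EDTA and read as dsDNA fluorescence.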
USP2a inhib: inhibitors of human ubiquitin-specific protease USP2a; 60,000 tested, 0.1% active; USP2a enzymatic assay, qHTS inhibition; O75604; Potency, µM (series often up to 38.3 µM), without a hit: top-dose activity change, negative = inhibition, hits mostly inhibitors;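 also: potency is read from the fitted curve at half-maximal effect; nearly all actives have a fitted effect of over 60% in size; plate controls were DMSO for no effect and NEM full inhibition control for full effect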
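Inhibition is measured in a cell-free coupled assay with 20 nM USP2 core, 20 nM Ub-PLA2 and 20 uM NBD C6-HPC, 2.5 h incubation. Activity normalized to NEM control.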
HEK293 cAMP cs: raises cAMP in parental HEK293 cells, TSHR agonist counter-screen; parental HEK293 CNG cAMP sensor, membrane potential fluorescence; Potency, µM (titrated, usually from 57.1 µM), for the others: at the highest dose activation, hits mostly activators; 73,000 tested, 2.5% active; AID 938; also: potency is read from the fitted curve at half-maximal effect; % of control where 0% means no effect; nearly all actives have a fitted effect of over 55% in size
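Parental HEK 293 cells stably expressing a modified CNG channel (no TSHR) report cAMP rise as membrane depolarization. Membrane potential dye with 100 uM RO 20-1724 was loaded for 60 min at room temperature, then compound added for 30 min; fluorescence read at 590 nm.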
* hit, by the source's call; i = inactive; ? = inconclusive; nt = not tested or not shown; & = joins results of further samples; [ ] = another dose, or the depositor's remark. Unless noted, calls follow the shape of the dose curve; as a rule, active = well fitted curve in the direction sought with a large enough effect; inconclusive = small, poorly fitted or top-dose-only effect, or another doubt; inactive = no such curve, though single readings can be large; an effect the other way counts as inactive or inconclusive.

Results follow in this order: HADH2 inh	15-hLO inh	BRCT PPI green	Tau filament bind	Caspase-1 inhib	Caspase-7 inhib	Rhodamine autofl	BRCT PPI red	DNA Pol III inh	USP2a inhib	HEK293 cAMP cs
> COc1ccc(-c2nc(CS(=O)CC(=O)NCc3ccc4c(c3)OCO4)c(C)o2)cc1 (stereo not drawn)
 : -1%	-5%	-1.5%	7%	-2%	-2%	nt	0.6%	-3%	nt	3%
> O=C(Nc1cccnc1)c1ccc(COc2ccccc2Br)o1
 : 1%	-4%	3.2%	50%	0%	-1%	i	1.4%	0%	32%[activator]	-4%
> CC(=O)OC[C@@H]1O[C@H](CCO/N=C(\C)CCN2CCc3nc(-c4ccccc4)c(-c4ccccc4)cc3C2)C=C[C@@H]1OC(C)=O
 : 7%[11.4 µM]	-1%[11.4 µM]	0.3%[15.4 µM]	nt	7%[11.5 µM]	2%[11.5 µM]	nt	0.4%[15.4 µM]	nt	nt	-1%[11.4 µM]
> COC(=O)c1cccc(NC(=O)Cn2nnc3ccccc32)c1
 : 4%	3%	3.7%	33%	0%	-1%	i	-1.8%	-2%	1%	?
> CC(C)N1C(=S)SC(C)(C)C1NO (stereo not drawn)
 : 6%	3%	-0.1%	-10%	-5%	1%	i	-1.7%	-6%	3%	8%
> CCOC(=O)c1c(-c2ccc(C)cc2C)csc1NC(=O)CSc1nnnn1C
 : 0%	-11%	1.3%	20%	-3%	-3%	i	0.6%	-4%	13%	15%
> CN(C)CCNC(=O)Cc1c(C(=O)O)n(C)c2ccccc12
 : 2%	9%	1.2%	2%	2%	4%	i	-1.7%	-1%	-2%	2%
> COc1ccc(-c2ccc(CCC(=O)O)n2NC(=O)c2cccs2)cc1
 : ?	-25%	2.9%	13%	-9%	-9%	i	-0.5%	-4%	-4%	0%
> Cc1ccc(C2NC(=O)c3ccccc3N2)s1 (stereo not drawn)
 : 25µM*	-12%	0.1%	5%	-3%	-2%	i	-0.7%	0%	-7%	12%
> O=C(c1ccccc1)c1cccn1CC(=O)N1CCN(c2ccc(F)cc2)CC1
 : -1%	-6%	1.1%	-6%	1%	-5%	i	1.4%	0%	9%	0%
> CCCOc1ccc(/C(O)=C2/C(=O)C(=O)N(CCCOC)C2c2cccnc2)cc1 (stereo not drawn)
 : -13%	0%	-0.8%	-9%	-1%	0%	i	0.9%	-5%	-5%	16%
> C1OCOCO1
 : -5%	0%	-6.7%	-3%	3%	1%	nt	2.7%	-5%	nt	-1%
> CCn1c2ccccc2c2nc3cc(S(=O)(=O)N4CCOCC4)ccc3nc21
 : 0.063µM*	?	1.9%	25µM*	?	-26%	i	-1.6%	-5%	39%[activator]	-6%
> CN1CCN(C(CNS(=O)(=O)c2ccc(F)cc2)c2cccnc2)CC1 (stereo not drawn)
 : 5%	3%	-1.6%	12%	-1%	0%	i	-1.1%	-3%	1%	?
> CCn1c(SCCC(=O)Nc2ccccc2)nnc1-c1ccc(OC)cc1
 : 13%	0%	0.7%	-4%	0%	2%	i	0.3%	0%	11%	-4%

A draw from above in order of molecular weight, lowest first:
Results follow in this order: HADH2 inh	15-hLO inh	BRCT PPI green	Tau filament bind	Caspase-1 inhib	Caspase-7 inhib	Rhodamine autofl	BRCT PPI red	DNA Pol III inh	USP2a inhib	HEK293 cAMP cs
> CC(C)N1C(=S)SC(C)(C)C1NO (stereo not drawn)
 : 6%	3%	-0.1%	-10%	-5%	1%	i	-1.7%	-6%	3%	8%
> Cc1ccc(C2NC(=O)c3ccccc3N2)s1 (stereo not drawn)
 : 25µM*	-12%	0.1%	5%	-3%	-2%	i	-0.7%	0%	-7%	12%
> CN(C)CCNC(=O)Cc1c(C(=O)O)n(C)c2ccccc12
 : 2%	9%	1.2%	2%	2%	4%	i	-1.7%	-1%	-2%	2%
> O=C(c1ccccc1)c1cccn1CC(=O)N1CCN(c2ccc(F)cc2)CC1
 : -1%	-6%	1.1%	-6%	1%	-5%	i	1.4%	0%	9%	0%
> CCCOc1ccc(/C(O)=C2/C(=O)C(=O)N(CCCOC)C2c2cccnc2)cc1 (stereo not drawn)
 : -13%	0%	-0.8%	-9%	-1%	0%	i	0.9%	-5%	-5%	16%

Further results follow:
Results follow in this order: HADH2 inh	15-hLO inh	BRCT PPI green	Tau filament bind	Caspase-1 inhib	Caspase-7 inhib	Rhodamine autofl	BRCT PPI red	DNA Pol III inh	USP2a inhib	HEK293 cAMP cs
> COc1cccc([C@H]2Oc3ccc(OC)cc3/C(=N\O[C@@H](C)c3cn([C@H](CO)Cc4ccccc4)nn3)[C@@H]2O)c1
 : 17%&3%[11.4 µM]	6%&2%[11.4 µM]	-1.1%&0.7%[15.4 µM]	nt	0%&4%[11.5 µM]	2%&0%[11.5 µM]	nt	0.5%&-0.4%[15.4 µM]	nt	nt	28%&1%[11.4 µM]
> COc1ccc(N2CCN(C(=O)C3CCC(Cn4c(=S)[nH]c5ccccc5c4=O)CC3)CC2)cc1 (stereo not drawn)
 : -3%	-28%	-1.3%	-14%	-1%	-1%	i	-0.5%	10%	35%[activator]	-11%
> Oc1c(C(O)(c2ccccc2)c2ccc3ccccc3c2O)ccc2ccccc12
 : ?	-28%[11.4 µM]	5.4%[15.4 µM]	1.3µM*	0%[11.5 µM]	-3%[11.5 µM]	i	1.0%[15.4 µM]	-7%[11.4 µM]	nt	-26%[11.4 µM]
> O=C(C1CCN(S(=O)(=O)c2ccc(-n3cnnn3)cc2)CC1)N1CCN(c2ccccc2)CC1
 : 9%	5%	0.6%	-8%	0%	0%	i	-0.9%	-7%	25%	?
> COc1ccc2cc(C(c3nnnn3C3CCCCC3)N3CCCCCC3)c3nnnn3c2c1 (stereo not drawn)
 : 18%	-1%	-2.6%	-8%	0%	-2%	i	-0.1%	-5%	-8%	23%
> O=C(Nc1ccccc1)Nc1ccccn1
 : -4%	1%	0.1%	-5%	0%	0%	i	0.1%	-4%	3%	4%
> COc1cccc(CN(Cc2ccco2)C(c2ccc(F)cc2)c2nnnn2C(C)(C)C)c1 (stereo not drawn)
 : 3%	-8%	-2.1%	-5%	-1%	1%	i	-1.2%	-3%	-11%	?
> COc1ccc(NC(=O)CCSc2nnc(C)s2)cc1
 : 3%	7%	-1.6%	6%	-1%	1%	nt	1.2%	4%	1%	8%
> O=C(Nc1ccon1)c1sc2cc(F)ccc2c1Cl
 : 7%	3%	-0.8%	31%	0%	-4%	i	0.9%	-2%	12%	?
> Cc1ccc(S(=O)(=O)CC2CSc3nc(N)cc(=O)n32)cc1 (stereo not drawn)
 : 6%	9%	0.9%	-15%	-2%	3%	i	1.0%	0%	8%	18%
> Cc1ccc(C)n1-c1ccc(-c2nnco2)cc1
 : 0%	-16%	0.1%	-8%	2%	-3%	i	-0.1%	-5%	10%	4%
> Cn1c(=O)c(=O)n(C)c2cc(S(=O)(=O)N3CCCCC3)ccc21
 : ?	-2%	-2.0%	0%	2%	1%	i	-0.4%	1%	9%	4%
> COc1cccc(OCCOCCN(C)CCO)c1
 : 11%	2%	-2.1%	nt	-2%	-3%	nt	0.1%	nt	nt	-18%
> N#Cc1ccc(CSc2nnc(Nc3ccccc3)s2)cc1
 : -8%	-11%	-4.1%	80%	0%	-3%	i	-2.3%	-2%	-1%	?
> Cc1ccc(N(CN2CCCC2=O)C(=O)c2ccc(OC(C)C)cc2)cc1
 : 0%	2%	-0.1%	-10%	-1%	0%	i	-1.1%	-3%	-11%	11%
> Cc1ccc(S(=O)(=O)N2CCN(C(=O)N(C)C)CC2)cc1C
 : 12%	4%	0.3%	-1%	-2%	1%	i	0.2%	-5%	-5%	23%
> Cc1nnc(SC(=O)N2c3ccccc3Sc3ccccc32)s1
 : 1.6µM*	?	2.1%	nt	-3%	-7%	nt	-1.5%	nt	nt	-1%
> COc1ccccc1NC(=O)Cc1noc(CN(C)Cc2cccs2)n1
 : 6%	3%	-3.5%	8%	-3%	1%	i	0.5%	-4%	12%	8%
> COc1cc2ccccc2cc1C(=O)Nc1ccccc1N1CCN(S(C)(=O)=O)CC1
 : ?	-10%	1.4%	72%	-5%	-4%	i	-0.6%	-4%	?	-5%
> CC(=O)Nc1ccc(S(=O)(=O)N2CCSCC2)cc1
 : -2%	4%	0.3%	-2%	-2%	-1%	nt	-0.6%	-2%	-7%	5%
> O=C(Nc1ccc(CN2CCOCC2)cc1)c1cc2ccccc2o1
 : 8%	-9%	-3.1%	1%	2%	0%	i	-3.2%	-1%	13%	14%

This is a subset; count on the stated rates, not on these rows.
